From PubChem BioAssay
Rin1-Abl PPI inh = inhibitors of human Rin1-Abl protein interaction. TR-FRET Rin1/Abl binding, biochemical. 360,000 compounds, 0.4% hits. P00519+Q13671. inhibition, % at 7.35 µM. AID 588664; in the data active = inhibition above about 5%, passing the limit was not always enough
Tb MetRS inh = blocks T. brucei methionyl-tRNA synthetase activity. 360,000 compounds, 0.4% hits. inhibition, % at 11.9 µM. purified T. brucei MetRS, ATP depletion, Kinase-Glo luminescence;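 active = inhibition above a per-plate cutoff of the control wells' mean inhibition plus 3 SD, cut at about 5.5% in these data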;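 note: 0% = DMSO wells median and 100% = median of wells with control inhibitor compound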
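System: purified T. brucei MetRS enzyme / Detection: Kinase-Glo luciferase luminescence reporting remaining unconsumed ATP / Medium: HEPES buffer with MgCl2, KCl, DTT, spermine, BSA, pyrophosphatase / Replication: singlicate, one well per compound / Evaluation: percent inhibition relative to median high and low control wells / Schedule: 2 h aminoacylation at 25 °C after 15 min preincubation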
CSN deneddyl inh = CSN deneddylation inhibition | Q92905 | AID 651999 | inhibition, % at 12.5 µM | Purified CSN, SCF-Nedd8-OG deneddylation, fluorescence polarization | 360,000 compounds, 0.38% hits;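 active = pattern-corrected inhibition above about 35%, with an unprinted fluorescence ratio check between 0.5 and 1.5, limit read from the data, passing the limit was not always enough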;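 note: 0% = enzyme with substrate and 100% = substrate without enzyme; some results filed as inactive read as strong as hits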
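Material: purified human Csn5 enzyme expressed in HEK293T cells / Medium: Tris buffer pH 7.5, NaCl, DTT, Tween-20, trehalose, ovalbumin / Compound dosing: 12.5 µM single point / Schedule: 90 min incubation of compound, enzyme and substrate at room temperature / Signal: fluorescence polarization of the substrate / Control set: no-enzyme wells high, enzyme-with-substrate wells low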
MsrA inhibitor = inhibits bovine methionine sulfoxide reductase A. purified bovine MsrA, absorbance read-out. inhibition, % at 15.5 µM. 360,000 compounds, 0.75% hits. AID 651718; in the data active = inhibition above about 4.5%;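 note: 0% = vehicle wells with enzyme and 100% = reference inhibitor wells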
FAS TE block = blocks the thioesterase domain of human fatty acid synthase; recombinant FAS-TE, OMFH fluorogenic substrate, fluorescence endpoint; 360,000 compounds, 0.67% hits; inhibition, % at 15 µM; AID 602261;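 active = compounds whose normalised, plate-corrected inhibition of enzyme fluorescence in the single-dose primary screen is 50% or more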;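 note: 0% = DMSO with enzyme and 100% = substrate without enzyme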
Neddyl block = cullin neddylation inhibition | TR-FRET cullin neddylation, biochemical | calls only at 25 µM | 360,000 compounds, 0.58% hits | AID 651699; in the data active = inhibition above about 36%
eLon inh = inhibits E. coli Lon protease; purified E. coli Lon protease, fluorescence polarization; P0A9M0; inhibition, % at 7.94 µM; 360,000 compounds, 0.42% hits; in the data active = inhibition above about 13%, passing the limit was not always enough;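 note: 0% = enzyme with probe and DMSO and 100% = no enzyme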
MsrA act = bovine methionine sulfoxide reductase A activation; 360,000 compounds, 0.3% hits; activation, % at 10.6 µM; purified bovine MsrA, absorbance read-out; AID 602163; in the data active = activation above about 7.5%;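 note: 0% = vehicle and 100% = reference activator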
MLLE-PAM2 inh = blocks PAM2 peptide binding to the PABP1 MLLE domain; GST-MLLE / FITC-PAM2 fluorescence polarization; inhibition, % at 20 µM; 360,000 compounds, 0.36% hits; in the data active = inhibition above about 35%, passing the limit was not always enough;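 note: plate controls were DMSO wells with GST-MLLE for no effect and wells lacking GST-MLLE protein for full effect; some results filed as inactive read as strong as hits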
Active calls of the source: *; i = inactive; nt = no result given.

SMILES	Rin1-Abl PPI inh	Tb MetRS inh	CSN deneddyl inh	MsrA inhibitor	FAS TE block	Neddyl block	eLon inh	MsrA act	MLLE-PAM2 inh
Cc1cc(C)c2c(CC(=O)NC(C)C)coc2c1	-5	0.5	0	1.0	-5	i	4	-3	9
Cc1ccc(CCNC(=O)CS(=O)Cc2nc(-c3ccccc3Cl)oc2C)cc1 (stereo not drawn)	2	-0.6	0	0.9	2	i	7	-4	16
COc1ccc(NC(=S)N2CCN(C(=O)c3ccccc3)CC2)cc1	-2	0.2	-3	-0.7	-3	i	-1	-3	-65
Cc1ccc(S(=O)(=O)/N=C(/Nc2cccc3ccccc23)c2ccc(F)cc2)cc1	2	-0.2	3	-0.3	20	i	4	-2	3
O=C(CN1C(=O)c2ccccc2C1=O)N1CCN(C(=O)c2ccco2)CC1	1	0.6	-2	-0.7	-4	i	0	-2	1
Cc1c(C#N)c2ccccc2n1CC(=O)N1CCCC1	2	0.2	2	1.0	-2	i	-1	0	3
CCSc1nc(C)c(C)c(=O)[nH]1	0	-0.9	-5	-0.1	-6	i	-4	-2	-19
O=C(O)CCCNS(=O)(=O)c1ccc(NCc2ccccc2)c(C(=O)O)c1	2	-0.2	-1	1.6	-7	i	-1	1	-2
COc1ccccc1CNC(=O)C/C(C)=N/NC(=O)Cc1ccccc1	2	-0.1	-4	-1.3	-5	i	-8	-1	1
COc1cc(CNc2ncnc3c2ncn3[C@H]2CN(Cc3cccc(C(F)(F)F)c3)C[C@@H](CO)O2)cc(OC)c1OC	1	-0.1	1	-0.6	3	i	3	2	6
CC1CN(Cc2cnc(Cl)s2)CC(C)O1 (stereo not drawn)	3	1.4	-1	-0.6	-4	i	7	-4	16
N#Cc1ccccc1OCC(=O)OCC(=O)c1c[nH]c2ccccc12	0	0.1	0	0.2	5	i	-13	-3	0
O=C(NCc1cccs1)C(=O)c1cn(CC(=O)N2CCCC2)c2ccccc12	-2	-0.4	-4	1.6	1	i	1	-4	5
Cc1cccc(N2CCN(Cc3nc(CC4CC4)no3)CC2)n1	1	0.2	-5	-0.6	-1	i	10	1	1
COc1cc2cc(CN(CCCN3CCOCC3)Cc3nnnn3Cc3ccccc3)c(=O)[nH]c2cc1OC	-3	-0.9	-7	4.0	-1	nt	-7	-10	14
O=[N+]([O-])c1ccc(O)c(/C=N/n2c(CO)nc3ccccc32)c1	-2	0.4	-2	2.1	2	i	-8	-2	-3
CN(C(=O)COC(=O)CCC1CCCCC1)c1c(N)n(Cc2ccccc2)c(=O)[nH]c1=O	-2	-0.2	-1	0.9	-6	i	1	-1	-11
COc1ccc(/C=C(/Sc2nnc(-c3ccc(Cl)cc3)o2)C(=O)O)cc1	0	0.2	3	1.2	1	i	2	-2	7
COc1cccc(C(O)c2nc(-c3cccc(NC(C)=O)c3)cs2)c1 (stereo not drawn)	1	0.0	2	-0.9	-4	i	3	-1	13
C=CCNC(=O)C1CCN(c2ccc(S(=O)(=O)N3CCOCC3)cc2Cl)CC1	1	-0.3	3	1.2	-8	i	-3	-4	-1
Cc1cn([C@H]2C[C@H](O)[C@@H](CNC(=O)[C@@H]3C[C@H](F)CN3)O2)c(=O)[nH]c1=O	-3	-1.6	0	-0.2	-10	i	-7	-6	-13
CC(NC(=O)C(=O)c1cn(CC(=O)N2CCCC2)c2ccccc12)c1ccccc1 (stereo not drawn)	0	-0.1	4	1.3	-2	i	-3	-3	0
CN(C)S(=O)(=O)N1CCC(Oc2ccc(C(=O)NCC(C)(C)CO)cc2)CC1	-3	-0.1	4	-0.1	-6	i	-5	-3	2
CCCCCn1c(=O)c(Cc2ccccc2)c(O)c2ccccc21	0	-0.7	-1	-0.3	-5	i	-2	-10	4
COc1cc2sc3cc(NCc4ccc5c(c4)OCO5)ccc3c(=O)c2cc1OC	-6	-0.5	1	3.3	26	i	-6	-9	-16

Quoted from the results shown (13 entries):
SMILES	Rin1-Abl PPI inh	Tb MetRS inh	CSN deneddyl inh	MsrA inhibitor	FAS TE block	Neddyl block	eLon inh	MsrA act	MLLE-PAM2 inh
COc1ccc(NC(=S)N2CCN(C(=O)c3ccccc3)CC2)cc1	-2	0.2	-3	-0.7	-3	i	-1	-3	-65
Cc1ccc(S(=O)(=O)/N=C(/Nc2cccc3ccccc23)c2ccc(F)cc2)cc1	2	-0.2	3	-0.3	20	i	4	-2	3
O=C(CN1C(=O)c2ccccc2C1=O)N1CCN(C(=O)c2ccco2)CC1	1	0.6	-2	-0.7	-4	i	0	-2	1
Cc1c(C#N)c2ccccc2n1CC(=O)N1CCCC1	2	0.2	2	1.0	-2	i	-1	0	3
CCSc1nc(C)c(C)c(=O)[nH]1	0	-0.9	-5	-0.1	-6	i	-4	-2	-19
O=C(O)CCCNS(=O)(=O)c1ccc(NCc2ccccc2)c(C(=O)O)c1	2	-0.2	-1	1.6	-7	i	-1	1	-2
COc1ccccc1CNC(=O)C/C(C)=N/NC(=O)Cc1ccccc1	2	-0.1	-4	-1.3	-5	i	-8	-1	1
COc1cc(CNc2ncnc3c2ncn3[C@H]2CN(Cc3cccc(C(F)(F)F)c3)C[C@@H](CO)O2)cc(OC)c1OC	1	-0.1	1	-0.6	3	i	3	2	6
CC1CN(Cc2cnc(Cl)s2)CC(C)O1 (stereo not drawn)	3	1.4	-1	-0.6	-4	i	7	-4	16
N#Cc1ccccc1OCC(=O)OCC(=O)c1c[nH]c2ccccc12	0	0.1	0	0.2	5	i	-13	-3	0
O=C(NCc1cccs1)C(=O)c1cn(CC(=O)N2CCCC2)c2ccccc12	-2	-0.4	-4	1.6	1	i	1	-4	5
Cc1cccc(N2CCN(Cc3nc(CC4CC4)no3)CC2)n1	1	0.2	-5	-0.6	-1	i	10	1	1
COc1cc2cc(CN(CCCN3CCOCC3)Cc3nnnn3Cc3ccccc3)c(=O)[nH]c2cc1OC	-3	-0.9	-7	4.0	-1	nt	-7	-10	14

Later entries
SMILES	Rin1-Abl PPI inh	Tb MetRS inh	CSN deneddyl inh	MsrA inhibitor	FAS TE block	Neddyl block	eLon inh	MsrA act	MLLE-PAM2 inh
CCOc1cc(-c2noc(N)c2C#N)cc(OCC)c1OCC	-1	-0.3	1	-0.2	6	i	-4	-2	4
O=C(COc1ccc(C(=S)N2CCOCC2)cc1Cl)Nc1ccccc1Cl	1	-0.1	-5	0.4	13	i	4	-1	41*
c1ccc2c(c1)oc1c(NCC3CCCO3)ncnc12 (stereo not drawn)	0	0.6	3	0.7	-8	i	1	0	7
CC(NC(=O)c1cc(S(=O)(=O)N(C)C)ccc1N1CCCC1)C1CC2CCC1C2 (stereo not drawn)	-1	0.2	-2	1.2	14	i	0	-4	4
S=c1nc(NCc2cccc(Cl)c2)c2ccccc2[nH]1	-1	0.9	0	-1.5	4	i	2	-2	-56
COc1ccc(/C=C(\C#N)C(=O)N=CN(C)C)cc1	4	-0.3	-3	0.9	-1	i	-2	-2	7
C[C@H](CO)N1C[C@H](C)[C@@H](CN(C)S(C)(=O)=O)Oc2ccc(NC(=O)Cn3cnnn3)cc2C1=O	-2	0.7	-1	-0.7	-15	i	5	-3	-2
CC(OC(=O)c1cccc(S(=O)(=O)N2CCCCC2)c1)C(=O)NC1CCCCC1C (stereo not drawn)	2	0.2	0	-1.5	6	i	2	21*	-7
O=C1CC2c3ccccc3C1C1C(=O)N(Cc3ccccc3)C(=O)C21 (stereo not drawn)	-4	-0.2	-5	-0.1	0	i	8	-4	-6
COc1ccccc1-c1cnn2c(N3CCOCC3)cc(C)nc12	0	-0.4	1	2.0	-2	i	-2	-4	10
O=C(CCCCl)N1CCc2[nH]c3ccccc3c2C1	-1	-0.5	-6	-0.7	-8	i	-18	-1	12
CC1CC(C)(C)CC2(C1)NC(=O)N(CC(=O)N1CCN(S(=O)(=O)c3cccs3)CC1)C2=O (stereo not drawn)	-1	0.2	1	0.3	-2	i	-10	-2	-9
Cc1nc2c(C(=O)NCc3ccccc3Cl)c[nH]n2c(=O)c1Cl	0	-0.2	-2	1.4	2	i	-10	0	3
COc1cc(CNc2nc3ccccc3n2C)cc(OC)c1OC	-1	-0.7	-9	1.8	-5	i	-13	-14	-1
O=C(Cc1c[nH]c2ccccc12)NCc1ccc2c(c1)OCO2	-5	-1.5	4	0.0	-4	i	-1	-9	-4
Cc1ccc(C(=O)N2CCC(n3nccc3NC(=O)c3ccccc3C)CC2)cn1	1	-0.4	-2	-0.8	-6	i	-9	-2	-10
Cc1ccnc(SCCn2c(N3CC(C)CC(C)C3)nc3c2c(=O)n(C)c(=O)n3C)n1 (stereo not drawn)	4	0.3	-5	-0.1	-4	i	0	2	10
COC(C[C@H](O)C[C@H](O)[C@H](C)OCc1ccccc1)OC	2	-0.1	-6	0.9	-9	i	-8	-7	-9
Cc1sc(NC(=O)C2C3CCC(O3)C2C(=O)O)c(C(=O)OC(C)C)c1-c1ccc(Cl)cc1 (stereo not drawn)	-2	-0.9	142	0.6	-13	i	-6	-2	23
Cc1ccc(SCC2=NNC(=O)C2)cc1	-4	1.2	-4	-0.5	-8	i	3	-2	-13
COc1cccc(C(=O)NCCOc2cc(C)cc(C)c2)c1	-2	-0.2	-7	1.1	0	i	-2	-1	2
Cn1ncc(Cl)c1C(=O)N1CCN(C(=O)c2ccco2)CC1	6	-0.3	2	-1.8	-12	i	9	-2	8
COc1cccc(C(NC(C)=O)c2nc(-c3ccccc3)cs2)c1 (stereo not drawn)	-6	0.0	1	-0.1	3	i	-12	-3	-1
CC(=O)Oc1ccc(C(=O)Nc2ccccc2NC(=O)c2ccc(OC(C)=O)cc2)cc1	-2	0.0	0	-1.6	0	i	-8	0	-7
CC(C)(C)n1nnnc1C(c1ccc(F)cc1)N1CCN(Cc2ccc3c(c2)OCO3)CC1 (stereo not drawn)	1	-0.2	1	-0.6	7	i	-7	-1	10
O=C(CN1C(=O)NC2(CCCC2)C1=O)OCc1ccccc1F	-2	-0.5	1	-1.4	-5	i	2	0	8
O=C(N/N=C/c1cccnc1)c1ccc(NC(=O)c2ccc(F)cc2)cc1	0	-0.6	1	-0.6	-5	i	-3	-4	5
CCCCNC(=O)c1[nH]c(C2CCNCC2)nc1-c1cccc(C(F)(F)F)c1	nt	-0.2	4	-0.2	nt	i	nt	nt	nt
NC(=O)COC(=O)c1ccc(-c2ccc(O)cc2)cc1	0	0.2	5	-0.4	-4	i	1	-3	5

Some of these compounds in order of length of the SMILES, high to low:
SMILES	Rin1-Abl PPI inh	Tb MetRS inh	CSN deneddyl inh	MsrA inhibitor	FAS TE block	Neddyl block	eLon inh	MsrA act	MLLE-PAM2 inh
COc1ccccc1CNC(=O)C/C(C)=N/NC(=O)Cc1ccccc1	2	-0.1	-4	-1.3	-5	i	-8	-1	1
COc1cccc(C(NC(C)=O)c2nc(-c3ccccc3)cs2)c1 (stereo not drawn)	-6	0.0	1	-0.1	3	i	-12	-3	-1
O=C(Cc1c[nH]c2ccccc12)NCc1ccc2c(c1)OCO2	-5	-1.5	4	0.0	-4	i	-1	-9	-4

Rows are unselected (roughly 4% active in at least one column).
